Screening data deposited in PubChem BioAssay by NCI.
NCI-60 one-dose screen, 48 h, at 10 µM unless noted. Numbers give growth in % (100 = growth as untreated, 0 = no growth, -100 = all killed).
NCI-H460 = NCI-H460 lung cancer | actives 6.8% (n = 82,000)
COLO 205 = COLO 205 colon cancer. actives 7.3% (n = 79,000). AID 1794742
NCI-H23 = NCI-H23 lung cancer | AID 1794731 | actives 4% (n = 80,000)
NCI-H226 = NCI-H226 lung cancer. actives 3.5% (n = 79,000)
NCI-H522 = NCI-H522 lung cancer; actives 8% (n = 78,000)
RXF 393 = RXF 393 renal cancer cells; actives 6.9% (n = 77,000)
A498 = A498 renal cancer cells; actives 5.4% (n = 76,000); AID 1794774
HT29 = HT29 colon cancer; actives 7.4% (n = 81,000)
NCI-H322M = NCI-H322M lung cancer. AID 1794733. actives 2.7% (n = 80,000)
* = called active by the depositor; · = not tested or not shown; & = joins results of further samples. Rule for the calls: active = growth percent below 10; inactive = the rest. An unsorted share of the library. About 12% of those tested had a hit in this group.

Sample of the layout:
SMILES	NCI-H460	COLO 205	NCI-H23	NCI-H226	NCI-H522	RXF 393	A498	HT29	NCI-H322M
N[C@@H](COP(=O)(O)O)C(=O)O	99.4	115.8	96.0	102.0	99.1	96.6	80.0	98.3	99.9
Nn1c(N/N=C/c2cccnc2)n[nH]c1=S	112.6	116.3	94.4	102.0	·	78.6	82.7	109.9	109.9
Cc1c2c(c(C)c3c1oc1cc(O)ccc13)C(=O)N(N)C2=O	32.0	102.4	72.9	89.1	62.3	71.1	65.8	99.2	71.5
Fc1cccc(/C=C/c2nn3c(-c4cccnc4)nnc3s2)c1	101.4	114.8	105.5	115.2	98.0	88.6	82.1	104.6	99.5
CCc1cccc(CC)c1N1CC(C(=O)O)CC1=O (stereo unspecified)	101.2	107.7	98.4	90.0	93.9	98.8	89.4	104.3	93.3
CN1CCN(C(=O)CSc2nnc(-c3cccnc3SCc3ccccc3)o2)CC1	90.1	109.8	87.6	·	71.3	89.0	78.5	93.7	·
ClCc1ccc(-c2ccccc2)cc1	94.2	118.3	101.7	107.5	89.0	93.0	83.9	98.6	101.9

This part in full (from the top)
SMILES	NCI-H460	COLO 205	NCI-H23	NCI-H226	NCI-H522	RXF 393	A498	HT29	NCI-H322M
N[C@@H](COP(=O)(O)O)C(=O)O	99.4	115.8	96.0	102.0	99.1	96.6	80.0	98.3	99.9
Nn1c(N/N=C/c2cccnc2)n[nH]c1=S	112.6	116.3	94.4	102.0	·	78.6	82.7	109.9	109.9
Cc1c2c(c(C)c3c1oc1cc(O)ccc13)C(=O)N(N)C2=O	32.0	102.4	72.9	89.1	62.3	71.1	65.8	99.2	71.5
Fc1cccc(/C=C/c2nn3c(-c4cccnc4)nnc3s2)c1	101.4	114.8	105.5	115.2	98.0	88.6	82.1	104.6	99.5
CCc1cccc(CC)c1N1CC(C(=O)O)CC1=O (stereo unspecified)	101.2	107.7	98.4	90.0	93.9	98.8	89.4	104.3	93.3
CN1CCN(C(=O)CSc2nnc(-c3cccnc3SCc3ccccc3)o2)CC1	90.1	109.8	87.6	·	71.3	89.0	78.5	93.7	·
ClCc1ccc(-c2ccccc2)cc1	94.2	118.3	101.7	107.5	89.0	93.0	83.9	98.6	101.9
C[N+](C)(C)CCNC(=O)c1cccc(OCc2ccccc2)c1	104.6	108.4	95.1	94.0	96.4	103.4	104.5	97.7	96.9
CN(C)C=Nc1ccc(Cl)c(Cl)c1	106.2	·	89.8	87.2	75.0	102.5	93.6	99.7	108.4
NCC1CCC(CN)CC1 (stereo unspecified)	109.5&112.1	105.2&102.4	113.1&106.5	98.6&96.9	95.4&99.0	105.9&104.9	·	95.3&110.3	99.6&99.0
C/C(=N\N=C\c1ccc(O)cc1)c1nnn(-c2ccc(Cl)cc2)c1C	102.8	115.2	100.0	98.6	79.9	111.6	89.0	105.7	86.2
CCOC(=O)C1=C(CSC(=S)N2CCN(c3ccc(OC)cc3)CC2)N(C)C(=O)NC1c1ccccc1 (stereo unspecified)	61.6	94.2	84.8	79.9	63.6	76.7	·	71.3	83.3
COc1cccc(OC)c1N	·	109.7	92.7	114.6	84.6	116.2	·	94.5	99.6
COc1ccc(N2CCN(c3ccc(NC4=C(Cl)C(=O)c5ncccc5C4=O)cc3)CC2)cc1	17.6	43.0	26.2	52.8	43.8	62.6	·	49.9	46.9
O=C1[C@H]2Cc3c([nH]c4ccccc34)[C@H](c3ccc(Br)cc3)N2C(=O)CN1C1CCN(CC2CCCCC2)CC1	54.1	81.3	83.5	92.5	83.6	62.6	79.3	11.0	92.8
S=c1nn[nH]c2ccccc12	105.2	93.4	99.6	93.8	·	114.2	108.5	111.8	95.6
COC(=O)C(=[N+]=[N-])C(=O)c1ccc(Cl)cc1	88.7	84.7	91.6	·	78.9	82.6	69.7	86.4	85.3
O=C(Nc1ccc(Cl)cc1)c1ccccc1Cl	99.7	113.0	102.7	104.7	83.0	100.6	88.9	89.2	110.7
CCC(=O)Oc1ccc(OCc2ccccc2)cc1	93.7&99.4	112.8&123.6	83.8&85.5	102.6&103.8	77.0&88.3	100.4&94.0	93.1&120.0	91.2&98.7	92.3&120.0
O=C(/C=C1\C=CN(CCN2CCCCC2)c2ccccc21)n1ccc2ccccc21	102.5	103.2	97.4	94.3	97.1	84.9	105.5	93.7	93.2

Single records (already shown).
Profile of `C[N+](C)(C)CCNC(=O)c1cccc(OCc2ccccc2)c1` → NCI-H460 = 104.6; COLO 205 = 108.4; NCI-H23 = 95.1; NCI-H226 = 94.0; NCI-H522 = 96.4; RXF 393 = 103.4; A498 = 104.5; HT29 = 97.7; NCI-H322M = 96.9
Profile of `CN(C)C=Nc1ccc(Cl)c(Cl)c1` → NCI-H460 = 106.2; COLO 205 = ·; NCI-H23 = 89.8; NCI-H226 = 87.2; NCI-H522 = 75.0; RXF 393 = 102.5; A498 = 93.6; HT29 = 99.7; NCI-H322M = 108.4

The list continues.
SMILES	NCI-H460	COLO 205	NCI-H23	NCI-H226	NCI-H522	RXF 393	A498	HT29	NCI-H322M
CC1C(/C=N/NC(N)=S)C(C#N)(C#N)C1(C#N)C#N (stereo unspecified)	99.8	114.9	101.4	101.1	99.4	106.1	102.6	110.2	102.3
CCOC(=O)[C@@H]1CSC([C@@H](C)[C@H]2CC[C@H]3[C@@H]4CCC5=CC(=O)CC[C@]5(C)[C@H]4CC[C@]23C)N1C(=O)c1ccccc1 (stereo partly specified)	58.2	64.6	60.6	55.2	50.0	·	80.5	55.1	102.4
COc1ccc(Nc2nc(-c3cccnc3)nc3sc4c(c23)CCCCCC4)cc1	95.7	106.3	85.9	94.8	82.2	95.5	84.4	99.6	109.0
COc1ccc(-c2csc(C3=C(O)CN(CCCN4CCCC4=O)C3=N)n2)cc1OC	113.5	106.5	94.5	97.2	119.2	78.3	100.2	114.0	109.5
COc1ccc(-c2csc(N/N=C/c3c(-c4ccc(S(C)(=O)=O)cc4)nc4ccccn34)n2)cc1	109.1	120.1	·	114.5	104.4	114.0	85.9	115.2	105.6
FC(F)(F)c1nnc2n1NC(c1ccccc1)=CS2	99.0	114.7	94.8	94.9	85.2	104.2	96.9	102.5	99.0
CC(C)CSc1nc(Nc2ccccc2)c(C#N)c(-c2ccccc2)n1	58.6	75.5	77.6	93.7	80.5	84.5	98.8	93.8	73.0
COC(=O)C(CSC(c1ccccc1)(c1ccccc1)c1ccccc1)NC(=O)C(CSCc1ccccc1)NC(=O)CCNC(=O)OCc1ccccc1 (stereo unspecified)	95.0	88.2	96.0	83.3	71.7	·	·	96.3	65.4
Nc1nc2ncc(CNc3ccc(C(=O)N[C@@H](CCc4nn[nH]n4)C(=O)O)cc3)nc2c(=O)[nH]1	101.5&100.4	110.3&107.3	95.5&95.7	93.8&98.7	84.6&100.6	96.3&104.2	92.2&105.0	92.3&104.4	102.2&103.2
COC(=O)/C=C1\S/C(=N\Nc2ccc([N+](=O)[O-])cc2[N+](=O)[O-])N(C2CCCCC2)C1=O	35.1	42.5	60.0	80.7	43.6	62.0	63.1	26.7	99.3
O=C(O)Cc1ccc(O)c(O)c1	100.4	103.2	102.7	98.2	105.6	94.2	·	115.1	·
O=C1CN(Cc2ccncc2)C(=O)[C@@H](Cc2c[nH]c3ccccc23)N1	107.6	112.8	97.1	101.5	74.7	110.8	98.6	94.2	93.1
COc1cc(NCCCCCNCC(C)C)c2ncccc2c1	109.1	94.7	96.5	96.3	76.6	91.6	77.0	89.6	111.3
CCN(c1ccccc1)S(=O)(=O)c1cc([N+](=O)[O-])ccc1Cl	106.4	128.6	80.2	36.4	23.7	40.7	71.9	63.0	73.3
NC(=O)CC(NC(=O)C(F)(F)F)C(=O)O (stereo unspecified)	103.3	106.5	103.7	97.0	98.1	·	96.9	100.4	99.7
COc1ccc(-c2nn(-c3cccc(Cl)c3)cc2-c2c(C#N)c(=O)n3nc(-c4ccc(N(C)C)cc4)[nH]c3c2C#N)cc1	106.7	114.8	92.3	90.9	90.1	91.1	·	95.7	·
Cn1nc(CC#N)c2c(=N)n(N)cnc21	101.8	104.9	103.7	108.2	109.6	112.4	·	116.3	118.4
CC(C)c1ccc(C(=O)O)cc1	108.2&107.1	105.8&120.2	95.7&100.2	83.1	79.8&103.8	104.1&97.2	98.8&87.5	94.0&115.8	99.1&93.9
c1ccc(-c2nc3ccccn3c2NCCN2CCOCC2)cc1	95.9	·	91.7	94.2	91.4	105.6	94.1	99.8	94.4
N=NC(=O)c1ccccc1Nc1c(O)[nH]c2ccccc12	102.5	91.4	87.2	78.9	94.7	105.4	98.8	104.9	94.4
CCCCC1COc2cccc3c2N1C=C/C3=C\C(=O)N(C)c1ccccc1 (stereo unspecified)	64.0	72.9	26.6	·	55.6	89.6	86.1	49.7	89.2
O=C1C=CC(=Nc2ccc3c(c2)Cc2cc(F)ccc2-3)O1	112.8	96.7	120.7	105.8	·	121.3	·	121.6	101.9
O=C(CSc1nnc(CN2CCN(c3cc4c(cc3F)c(=O)c(C(=O)O)cn4C3CC3)CC2)o1)c1cccc(Br)c1	96.1	108.7	89.1	92.4	79.2	111.8	83.5	94.5	87.7
CC1=NOC(=O)/C1=C\c1ccc(O)cc1	108.8	109.3	102.3	108.5	97.5	115.4	86.7	105.9	95.2
N#CC1(C#N)C2=C(CCCC2)NC(c2ccco2)C1(C#N)C#N (stereo unspecified)	95.4	134.3	98.0	116.0	103.5	119.1	110.6	109.4	·
Cc1ccc(C(=O)CSc2nc3ccccc3c(=O)n2C)cc1	95.5	119.0	79.7	78.5	85.3	101.1	99.8	110.8	89.1
CS(=O)(=O)c1ccc(NN)c([N+](=O)[O-])c1	113.6	108.6	98.0	102.6	96.3	106.2	114.8	100.3	100.1
CNC(=O)c1cc(Oc2ccc3c(c2)sc2nc(-c4ccc(Cl)c(C(F)(F)F)c4)cn23)ccn1	51.3	58.4	53.0	52.6	42.6	87.1	50.6	56.0	88.5
CCCCC(CC)CN/C(C)=C/C(C)=O (stereo unspecified)	100.4	133.4	113.5	98.9	·	107.1	103.1	100.5	120.8
OCC1OC(c2ccc(O)cc2O)C(O)C1O (stereo unspecified)	105.5	105.9	109.9	96.3	91.3	·	104.4	100.8	97.9
O=c1oc2ccccc2cc1C1=NN(c2ccccc2)C(c2cn(-c3ccccc3)nc2-c2ccc(Br)cc2)C1 (stereo unspecified)	102.1	102.9	94.5	90.4	99.4	91.1	103.1	105.3	98.5
CC1(C)CC(C(=O)OCCCCCCCCCCC[P+](c2ccccc2)(c2ccccc2)c2ccccc2)C(C)(C)N1O (stereo unspecified)	-79.8*	-79.9*	-61.1*	-65.6*	-29.4*	-68.8*	-94.8*	-33.9*	-20.6*
COc1nc(NC=O)cc(=O)[nH]1	109.5	108.8	102.8	111.6	105.4	163.4	118.2	104.9	82.5
Cc1nn(-c2ccc(S(N)(=O)=O)cc2)c(C)c1N=Nc1ccc2oc(=O)ccc2c1	88.0	83.5	88.8	82.6	82.3	73.5	56.9	89.4	84.2
CCCCOC(=O)/C=C\C(=O)NC(N)=O	100.5	87.7	85.7	96.6	-30.6*	-13.6*	106.4	97.0	96.4
C=CCOC(CN(CC)CC)CN(CC)CC	104.9	105.7	103.6	113.9	95.3	123.5	93.1	98.3	105.3
CC(=O)n1nc(C(=O)OCCCc2ccccc2)c2ccccc21	114.5	126.1	82.5	90.2	88.9	125.1	103.6	109.6	111.9
Cc1cc(S(=O)(=O)N(C)C)cc(NCC(=O)NC(=O)NCC(C)C)c1C	108.8	108.9	94.5	90.7	·	64.8	51.7	113.8	100.4
CC1=C(C)CC2C(=O)C=CC(=O)C2C1 (stereo unspecified)	103.9	119.0	95.7	95.0	84.9	·	86.5	106.4	93.4
